High-throughput results: PubChem, The Scripps Research Institute Molecular Screening Center
CHRM4 antagonist: human M4 muscarinic receptor antagonists, primary screen, CHO cells, Fluo-8 calcium fluorescence; AID 624125, 2012; 0.73% of 360,000 active; inhibition, % at 3 µM; CHO-hM4 cells, ACh EC80; Muscarinic acetylcholine receptor M4 (Homo sapiens), P08173;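 active = inhibition above its plate's cutoff, the mean inhibition of sample wells plus 3 SD, cut at about 27% in these data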;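 also: 0% = acetylcholine EC80 with DMSO and 100% = DMSO without agonist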
Target sequence (P08173 whole entry, looked up): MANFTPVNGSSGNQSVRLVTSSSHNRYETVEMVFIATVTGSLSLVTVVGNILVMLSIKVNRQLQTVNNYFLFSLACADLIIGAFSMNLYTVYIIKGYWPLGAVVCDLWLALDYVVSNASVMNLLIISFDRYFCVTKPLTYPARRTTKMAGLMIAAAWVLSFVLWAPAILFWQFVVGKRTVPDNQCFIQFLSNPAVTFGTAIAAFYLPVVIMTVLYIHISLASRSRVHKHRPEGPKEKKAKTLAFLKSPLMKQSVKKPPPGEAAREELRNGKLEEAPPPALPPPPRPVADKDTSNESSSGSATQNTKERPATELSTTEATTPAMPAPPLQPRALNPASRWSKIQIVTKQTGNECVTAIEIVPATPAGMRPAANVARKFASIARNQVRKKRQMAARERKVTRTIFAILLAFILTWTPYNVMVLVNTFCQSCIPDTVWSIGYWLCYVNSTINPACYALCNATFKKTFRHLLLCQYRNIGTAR
M1 PAM parental: nonselective calcium activators in parental CHO-K1 cells, primary screen, counter-screen for M1 PAM project, cell-based, Fluo-8 calcium fluorescence, full deck, 1536-well; ATP EC20; 0% at ATP EC20, 100% at ATP max; activation, % at 3 µM; 0.02% of 360,000 active; AID 602247, 2012;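 active = activation above the run cutoff, the mean activation of all test compounds plus 3 SD, cut at about 40% in these data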;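 also: peak over basal fluorescence ratio in a 140 s read after ATP addition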
CHRM5 PAM: human M5 muscarinic receptor positive allosteric modulators, primary screen, CHO-K1 cells, Fluo-8 calcium fluorescence | 0.3% of 360,000 active | CHO-K1 hM5, ACh EC20 PAM; 0% = ACh EC20, 100% = ACh EC100 | activation, % at 3 µM | Muscarinic acetylcholine receptor M5 (Homo sapiens), P08912;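 active = activation above the run cutoff, the mean activation of all test compounds plus 3 SD, cut at about 18% in these data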
Target sequence (P08912 whole entry, looked up): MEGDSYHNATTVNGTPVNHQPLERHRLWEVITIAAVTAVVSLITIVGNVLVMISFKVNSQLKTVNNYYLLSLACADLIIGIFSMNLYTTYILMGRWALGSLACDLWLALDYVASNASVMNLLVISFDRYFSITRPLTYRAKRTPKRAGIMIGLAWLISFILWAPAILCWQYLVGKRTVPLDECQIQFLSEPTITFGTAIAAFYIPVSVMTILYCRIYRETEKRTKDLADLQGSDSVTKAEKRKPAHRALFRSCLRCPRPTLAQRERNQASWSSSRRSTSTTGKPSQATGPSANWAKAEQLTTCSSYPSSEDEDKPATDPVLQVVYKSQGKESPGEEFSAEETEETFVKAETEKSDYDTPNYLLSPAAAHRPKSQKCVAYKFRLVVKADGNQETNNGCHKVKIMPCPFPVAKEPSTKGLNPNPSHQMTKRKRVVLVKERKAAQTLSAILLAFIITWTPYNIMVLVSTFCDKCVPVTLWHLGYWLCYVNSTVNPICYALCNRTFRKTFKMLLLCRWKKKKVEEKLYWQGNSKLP
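Measured by: Fluo-8 calcium fluorescence; material: human M5 receptor in CHO-K1 cells; schedule: Post-acetylcholine fluorescence recording 140 s; benchmarks: low control EC20 acetylcholine (0%), high control EC100 acetylcholine (100%); read-out: Max/basal fluorescence ratio as % of EC20–EC100 ACh window; compound: single dose, 3 µM nominal final test concentration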
CHO-K1 Ca ag: counter-screen for M1 agonists: effect in parental CHO-K1 cells; Fluo-8 calcium fluorescence; scaled to maximal ATP response, vehicle zero; activation, % at 3 µM; 0.48% of 360,000 active; in the data active = activation above about 15%;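 also: untransfected CHO-K1 host cells lacking M1 receptor as counterscreen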
CHO-K1 Ca antag: counter-screen for M1 antagonists: effect in parental CHO-K1 cells | ATP-induced calcium, Fluo-8 fluorescence | inhibition, % at 3 µM | 0.6% of 360,000 active | AID 602250;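 active = inhibition above a per-plate cutoff, the plate's mean sample inhibition plus 3 SD, cut at about 24% in these data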;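 also: 0% = DMSO plus EC80 ATP and 100% = DMSO alone without ATP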
CHRM5 antagonist: human M5 muscarinic receptor antagonists, primary screen, CHO cells, Fluo-8 calcium fluorescence; Muscarinic acetylcholine receptor M5 (Homo sapiens), P08912; inhibition, % at 3 µM; 0.59% of 360,000 active; CHO-hM5 cells, ACh EC80;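 active = inhibition above a per-plate cutoff, the mean of that plate's test compounds plus 3 SD, cut at about 27% in these data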;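 also: 0% = acetylcholine EC80 with DMSO and 100% = DMSO without agonist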
CHRM5 agonist: human M5 muscarinic receptor agonists, primary screen, CHO-K1 cells, Fluo-8 calcium fluorescence. CHO-K1 hM5 cells; 0% DMSO wells, 100% maximal acetylcholine response. activation, % at 3 µM. 0.19% of 360,000 active. Muscarinic acetylcholine receptor M5 (Homo sapiens), P08912;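 active = activation above the run's mean over test compounds plus 3 SD, cut at about 23% in these data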;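 also: signal is peak over basal fluorescence ratio across the kinetic read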
M4 ag: human M4 muscarinic receptor agonists, primary screen, CHO-K1 cells, Fluo-8 calcium fluorescence. CHO-K1 hM4/Gqi5; vehicle 0%, full acetylcholine response 100%. activation, % at 3 µM. 0.14% of 360,000 active. AID 624127, 2012;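 active = activation above the run mean over all test wells plus 3 SD, cut at about 32% in these data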;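 also: peak over basal fluorescence ratio per well then scaled between controls; 0% = DMSO wells and 100% = acetylcholine at EC100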
M4 PAM: human M4 muscarinic receptor positive allosteric modulators, primary screen, CHO-K1 cells, Fluo-8 calcium fluorescence; activation, % at 3 µM; CHO-K1 hM4/Gqi5, ACh EC20; 0% = ACh EC20, 100% = maximal ACh; Muscarinic acetylcholine receptor M4 (Homo sapiens), P08173; 0.4% of 360,000 active;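 active = activation above its plate's cutoff, the mean activation of sample wells plus 3 SD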; also: some results filed as inactive read as strong as hits
Active calls of the source: *; nt = no result given.

1	COc1ccc(OC)c(C2=NS(=O)(=O)N(C)C(C(=O)Nc3cccc(C(C)=O)c3)=C2)c1
2	CC1CCN(C(=O)c2ccc(NS(C)(=O)=O)cc2)CC1
3	O=C(COC(=O)c1cn(-c2ccccc2)nc1-c1ccc(F)cc1)Nc1ncc(Cl)cc1Cl
4	COc1ccc(OC)c(NC(=O)C2(C)CCN2Cc2ccsc2)c1 (centres undefined)
5	Cc1ccc(C(CCN(Cc2ccccc2)C(=O)c2ccco2)c2ccco2)cc1 (centres undefined)
6	O=C(COc1cccc(Oc2ccccc2)c1)Nc1ncccn1
7	O=C(CCNC(=O)Cn1ccc2ccccc2c1=O)NCCCN1CCN(c2ccccc2F)CC1
8	COC(=O)CCC(=O)OC1(C)C(=O)C=C2C=C(C3CC3)N(Cc3ccc4c(c3)OCO4)C=C2C1=O (centres undefined)
screen / no.	1	2	3	4	5	6	7	8
CHRM4 antagonist	11	10	9	9	-23	-3	1	16
M1 PAM parental	15	21	24	-3	16	21	11	13
CHRM5 PAM	-7	-3	-6	-7	-12	-5	3	-3
CHO-K1 Ca ag	5.2	0.7	0.5	-1.0	0.4	1.6	-0.1	-0.1
CHO-K1 Ca antag	-5	-8	-18	-2	-4	-6	-6	-2
CHRM5 antagonist	6	2	10	0	5	6	-4	2
CHRM5 agonist	-2	-2	-2	-2	-6	-2	-4	-3
M4 ag	12	1	1	-2	1	4	0	1
M4 PAM	-11	4	0	-1	-6	7	-2	-18

9	O=C1NC2(CCCC2)N=C1c1ccc(Cl)cc1
10	CNS(=O)(=O)c1cccc(C(=O)OCC(=O)c2c(N)n(C)c(=O)n(C)c2=O)c1
11	COc1ccc(S(=O)(=O)N2CCN(C(=O)c3ccco3)CC2)cc1C(C)(C)C
12	Cc1ccc(C(=O)NC(N2CCCC2)C(Cl)(Cl)Cl)cc1 (centres undefined)
13	O=C1NC2(CCCCC2)Cc2ccccc21
14	Cc1ccc(-c2cc(C(=O)OCC(=O)Nc3ncc(C(F)(F)F)cc3Cl)c3ccccc3n2)cc1
15	O=C(Cc1cccc2ccccc12)Nc1cc(Cl)ccc1C(=O)O
16	COc1ccccc1Cn1c(-c2ccccc2OC)nc2ccccc21
screen / no.	9	10	11	12	13	14	15	16
CHRM4 antagonist	2	-2	-8	1	-11	12	-2	5
M1 PAM parental	16	4	-7	5	13	24	5	-8
CHRM5 PAM	-2	4	4	6	1	6	-1	-8
CHO-K1 Ca ag	1.9	0.6	3.0	0.2	0.9	0.3	0.2	0.5
CHO-K1 Ca antag	-6	-12	2	-3	-15	3	3	15
CHRM5 antagonist	4	0	-20	3	2	-3	7	3
CHRM5 agonist	-1	1	17	-5	-3	1	-1	-13
M4 ag	-1	1	9	0	2	1	0	-1
M4 PAM	5	-4	-3	0	5	-3	3	-10

17	O=C(CNC(=O)c1ccc(F)cc1)N/N=C/c1cccnc1
18	COc1ccc(C2=NN(c3ccc(C(=O)O)cc3)C(c3ccc(OC)c(OC)c3)C2)cc1 (centres undefined)
19	Cc1ccc(-n2nc3c(n2)/C(=N/O)CC/C3=N\O)cc1
20	Cc1c(N2C(=O)/C(=C3\C(=O)N(CC(=O)O)c4ccccc43)SC2=S)c(=O)n(-c2ccccc2)n1C
21	Cc1ccccc1-n1ccnc1SCC(=O)NC1CCCC1
22	OCC1(Cc2ccccc2)CCN(Cc2ccc(-c3ccco3)cc2)CC1
23	COc1ccc(/C=C(\C#N)C(=O)OCC(=O)NC(=O)NCCC(C)C)cc1
24	CCN1C(=O)/C(=C/c2ccc(N3CCCC3)cc2)NC1=S
screen / no.	17	18	19	20	21	22	23	24
CHRM4 antagonist	15	12	0	4	-19	30*	-15	37*
M1 PAM parental	11	-8	8	6	-3	23	-7	-5
CHRM5 PAM	-4	-2	34*	-2	-1	-8	2	-21
CHO-K1 Ca ag	0.3	2.2	0.0	2.4	0.4	2.1	-0.6	57*
CHO-K1 Ca antag	-11	-8	5	2	-12	-14	1	49*
CHRM5 antagonist	6	21	-3	2	0	12	-10	59*
CHRM5 agonist	-3	-4	-4	1	-5	-14	-5	97*
M4 ag	0	3	0	1	2	2	1	58*
M4 PAM	0	-11	13	-3	-6	-20	-4	-17

Part of the list above in order of molar mass, low to high:
19	Cc1ccc(-n2nc3c(n2)/C(=N/O)CC/C3=N\O)cc1
21	Cc1ccccc1-n1ccnc1SCC(=O)NC1CCCC1
22	OCC1(Cc2ccccc2)CCN(Cc2ccc(-c3ccco3)cc2)CC1
23	COc1ccc(/C=C(\C#N)C(=O)OCC(=O)NC(=O)NCCC(C)C)cc1
screen / no.	19	21	22	23
CHRM4 antagonist	0	-19	30*	-15
M1 PAM parental	8	-3	23	-7
CHRM5 PAM	34*	-1	-8	2
CHO-K1 Ca ag	0.0	0.4	2.1	-0.6
CHO-K1 Ca antag	5	-12	-14	1
CHRM5 antagonist	-3	0	12	-10
CHRM5 agonist	-4	-5	-14	-5
M4 ag	0	2	2	1
M4 PAM	13	-6	-20	-4

Additional structures:
25	Cc1ccc(-n2c(C)cc(C)c(C#N)c2=O)cc1C
26	C/C(=C\C(=O)c1ccc(Br)cc1)NNC(=O)c1ccc(O)cc1
27	CCOc1cc(-c2ccccc2)nc2c1CN(S(=O)(=O)c1ccc(C)cc1)C(c1cccc(Cl)c1)C2 (centres undefined)
28	COc1ccc(CNC(=O)CN(C)S(=O)(=O)c2ccc(Cl)cc2)cc1
29	C/C(=N/NC(=O)c1cc(O)c(O)c(O)c1)c1ccc([N+](=O)[O-])cc1
30	CN(Cc1ccccc1)C(=O)CN1CCN(S(=O)(=O)c2ccc(Cl)c(Cl)c2)CC1
31	O=C(NCc1cccc(F)c1)Nc1nnc([C@H]2C[C@H](O)[C@@H](CO)O2)s1
32	CC(=O)C1=C(NC(=O)c2ccc(F)cc2)CC2C1C2(C)C (centres undefined)
screen / no.	25	26	27	28	29	30	31	32
CHRM4 antagonist	1	-10	15	-3	-3	6	-4	0
M1 PAM parental	-9	20	nt	9	-7	3	15	14
CHRM5 PAM	2	1	-9	-2	-14	-8	-2	-1
CHO-K1 Ca ag	-0.6	-0.4	nt	1.6	5.6	2.3	0.3	0.4
CHO-K1 Ca antag	8	-14	nt	2	-2	-24	-10	-10
CHRM5 antagonist	-2	-11	11	3	4	0	2	1
CHRM5 agonist	-2	5	-2	2	3	-3	0	-6
M4 ag	0	1	0	3	10	5	1	0
M4 PAM	-4	0	6	0	-8	-3	4	0

Along the list, from the results shown.
Nos. 25 to 29 in CHRM4 antagonist: 1, -10, 15, -3, -3
Nos. 25 to 29 in M4 PAM: -4, 0, 6, 0, -8
Nos. 25 to 29 in CHRM5 PAM: 2, 1, -9, -2, -14

More entries
33	NC(=O)COC(=O)c1cc([N+](=O)[O-])ccc1NCCO
34	COC(=O)CCC(=O)Nc1ccccc1C(=O)Nc1ccccc1
35	COCCCn1c(=NC(=O)c2ccncc2)c(C#N)cc2c(=O)n3cccc(C)c3nc21
36	Cn1c(=O)c2c(-c3ccccc3)n(-c3cc(C(=O)O)ccc3O)cc2n(C)c1=O
37	CCN(CC(=O)Nc1cc(Cl)ccc1C)C(=O)Cc1sc(C)nc1-c1ccc(F)cc1
38	COc1ccc(-c2nc3ccc(C(=O)NCC(OC)OC)cc3nc2-c2ccc(OC)c(OC)c2)cc1OC
39	COCCNC(=O)CN(CC1CCCO1)C(=O)CCC(=O)Nc1ccccn1 (centres undefined)
40	c1ccc(C(=C2CCCO2)c2ccccc2)cc1
screen / no.	33	34	35	36	37	38	39	40
CHRM4 antagonist	-5	-3	0	2	17	-4	-6	-3
M1 PAM parental	13	7	-6	-9	0	11	12	21
CHRM5 PAM	4	10	-1	3	5	-3	-4	-3
CHO-K1 Ca ag	0.4	0.2	-0.5	-0.4	-0.9	2.5	0.3	-0.3
CHO-K1 Ca antag	-11	1	22	3	2	-7	-8	-13
CHRM5 antagonist	-7	-7	6	-4	0	8	0	16
CHRM5 agonist	1	0	-1	2	2	0	-1	-1
M4 ag	0	0	1	0	0	6	1	-1
M4 PAM	9	3	9	8	-6	-5	8	0

41	Cc1ccccc1NC(=O)c1ccc2c(c1)N(C)CCS2
42	CCCCc1c(-c2ccc(F)cc2F)ncn1CCc1ccccc1OC
43	COc1cccc(C(=O)NC(=S)Nc2ccc(N(C)C)cc2)c1
44	CNC(CC(=O)c1ccc([N+](=O)[O-])cc1)C(Cl)(Cl)Cl (centres undefined)
45	CCc1cccc(OCC(=O)Nc2ccc(S(=O)(=O)Nc3onc(C)c3C)cc2)c1
46	NS(=O)(=O)c1ccc(CCNC(=O)CSCC(=O)Nc2ccc(Cl)cc2)cc1
47	COc1ccc(CNc2oc(COc3ccccc3)nc2C#N)cc1
48	CCc1ccc(NC2=CC(=O)CC(c3ccco3)C2)cc1 (centres undefined)
screen / no.	41	42	43	44	45	46	47	48
CHRM4 antagonist	-6	2	11	17	-2	-2	-17	2
M1 PAM parental	20	14	0	1	7	3	6	12
CHRM5 PAM	1	-16	-11	-7	-2	1	15	-10
CHO-K1 Ca ag	0.2	2.8	1.0	0.9	0.2	-0.5	0.3	0.3
CHO-K1 Ca antag	-2	-15	-1	3	4	-12	-1	1
CHRM5 antagonist	-1	5	18	11	5	3	8	7
CHRM5 agonist	-3	-3	-1	-2	0	1	-5	-13
M4 ag	2	1	-1	1	0	0	6	0
M4 PAM	0	-9	3	-6	8	6	-8	-5

An excerpt of these results, bar-delimited:
nr | Compound | CHRM4 antagonist | M1 PAM parental | CHRM5 PAM | CHO-K1 Ca ag | CHO-K1 Ca antag | CHRM5 antagonist | CHRM5 agonist | M4 ag | M4 PAM
46 | NS(=O)(=O)c1ccc(CCNC(=O)CSCC(=O)Nc2ccc(Cl)cc2)cc1 | -2 | 3 | 1 | -0.5 | -12 | 3 | 1 | 0 | 6
47 | COc1ccc(CNc2oc(COc3ccccc3)nc2C#N)cc1 | -17 | 6 | 15 | 0.3 | -1 | 8 | -5 | 6 | -8
48 | CCc1ccc(NC2=CC(=O)CC(c3ccco3)C2)cc1 (centres undefined) | 2 | 12 | -10 | 0.3 | 1 | 7 | -13 | 0 | -5

A different layout for some results above.
No. | SMILES | CHRM4 antagonist | M1 PAM parental | CHRM5 PAM | CHO-K1 Ca ag | CHO-K1 Ca antag | CHRM5 antagonist | CHRM5 agonist | M4 ag | M4 PAM
44 | CNC(CC(=O)c1ccc([N+](=O)[O-])cc1)C(Cl)(Cl)Cl (centres undefined) | 17 | 1 | -7 | 0.9 | 3 | 11 | -2 | 1 | -6
45 | CCc1cccc(OCC(=O)Nc2ccc(S(=O)(=O)Nc3onc(C)c3C)cc2)c1 | -2 | 7 | -2 | 0.2 | 4 | 5 | 0 | 0 | 8
